ERAP1 HTS inh: human ERAP1 aminopeptidase inhibitors, primary screen, biochemical, single point, plate reader; Endoplasmic reticulum aminopeptidase 1 (Homo sapiens), Q9NZ08; recombinant ERAP1, Leu-AMC fluorescence, 60 min; inhibition, % at 10.7 µM; 340,000 compounds, 0.15% hits;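 active = mean replicate inhibition of at least 30%, or all replicates individually reaching that 30% level; inactive = mean below 30% and not every replicate reaching it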;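 note: 0% = neutral control wells and 100% = L-leucinethiol positive control wells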
Target sequence (Q9NZ08 whole entry, looked up): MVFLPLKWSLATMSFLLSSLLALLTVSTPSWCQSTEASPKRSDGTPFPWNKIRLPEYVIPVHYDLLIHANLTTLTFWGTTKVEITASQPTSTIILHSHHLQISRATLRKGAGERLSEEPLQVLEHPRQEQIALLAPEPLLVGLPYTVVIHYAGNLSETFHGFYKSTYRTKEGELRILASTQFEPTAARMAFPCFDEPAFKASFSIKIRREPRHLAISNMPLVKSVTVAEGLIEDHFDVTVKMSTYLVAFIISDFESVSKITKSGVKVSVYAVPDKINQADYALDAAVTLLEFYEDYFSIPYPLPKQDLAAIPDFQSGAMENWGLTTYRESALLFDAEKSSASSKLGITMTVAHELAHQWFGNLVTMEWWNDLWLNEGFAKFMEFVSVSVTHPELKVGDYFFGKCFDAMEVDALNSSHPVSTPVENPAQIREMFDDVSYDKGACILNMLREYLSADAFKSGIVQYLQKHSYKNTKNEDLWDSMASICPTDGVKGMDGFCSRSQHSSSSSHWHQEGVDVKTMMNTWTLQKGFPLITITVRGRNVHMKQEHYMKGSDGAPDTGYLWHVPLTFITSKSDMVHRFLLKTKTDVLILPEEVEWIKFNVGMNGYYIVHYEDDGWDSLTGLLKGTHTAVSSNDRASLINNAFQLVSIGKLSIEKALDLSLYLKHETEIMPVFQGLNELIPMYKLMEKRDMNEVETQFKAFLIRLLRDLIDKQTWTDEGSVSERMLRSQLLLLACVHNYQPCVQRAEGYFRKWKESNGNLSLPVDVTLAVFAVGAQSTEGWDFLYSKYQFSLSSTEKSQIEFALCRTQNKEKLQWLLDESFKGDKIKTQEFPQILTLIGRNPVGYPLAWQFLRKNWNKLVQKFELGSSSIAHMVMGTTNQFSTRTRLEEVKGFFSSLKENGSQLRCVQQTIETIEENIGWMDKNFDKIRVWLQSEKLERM
FN deposition inh: inhibitors of fibronectin matrix deposition, primary screen, AH1F cells, Alexa488-fibronectin fluorescence, plate reader | AH1F fibroblasts, overnight | inhibition, % at 12.6 µM | 350,000 compounds, 0.086% hits | AID 743247, 2014;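 active = mean inhibition across replicates of 30% or more, regardless of how many single replicates reach that level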;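 note: positive control wells lacked labelled fibronectin entirely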
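test system = AH1F fibroblasts assembling fluorescent fibronectin matrix | quantity = 10000 AH1F cells per well | buffer or medium = DMEM plus 2% serum, read in PBS | doses = single dose, pinned | incubation = 1 h cell attachment, overnight exposure to compound and label | detection = fluorescence at 485 nm excitation, 525 nm emission | read-out basis = inhibition from reduced deposited-fibronectin fluorescence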
S100A4 MyoIIA: inhibitors of S100A4-myosin IIA peptide binding, primary screen, biochemical, fluorescence polarization, TAMRA-MyoIIA peptide. Protein S100-A4 (Homo sapiens), P26447. 360,000 compounds, 0.14% hits. inhibition, % at 10.7 µM;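 active = mean inhibition of at least 70% across replicates, with every replicate also reaching that level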
Target sequence (P26447 whole entry, looked up): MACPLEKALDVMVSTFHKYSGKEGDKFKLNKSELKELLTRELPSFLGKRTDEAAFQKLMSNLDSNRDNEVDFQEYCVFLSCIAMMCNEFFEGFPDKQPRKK
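Material: S100A4 monomer (human). Medium: Calcium-containing HEPES buffer, pH 7.2. Probe or stimulus: labelled myosin peptide probe, 5 nM. Compound dosing: one concentration per compound. Timing: polarization read 5 min after assay mix addition, stable 5–60 min. Benchmarks: DMSO as neutral control, TFP as positive control.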
PGC1a acetyl inh: inhibitors of PGC1a acetylation signal, primary screen, cell-based, U2OS, AlphaScreen, inhibitor mode; inhibition, % at 15.6 µM; AlphaScreen anti-acetyl-lysine; with virally co-expressed GCN5 acetyltransferase; 350,000 compounds, 0.17% hits;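 active = every replicate shows inhibition of at least 40%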;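 note: 0% = neutral control wells and 100% = positive control wells; some results beyond the cut were filed as inactive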
PglD DTNB: C. jejuni PglD acetyltransferase inhibitors, primary screen, biochemical, DTNB colorimetric, single point; AID 602405, 2012; 360,000 compounds, 0.098% hits; UDP-N-acetylbacillosamine N-acetyltransferase PglD (Campylobacter jejuni); purified PglD enzyme, DTNB colorimetric CoA detection; inhibition, % at 12.5 µM; in the data active = inhibition above about 16%, passing the limit was not always enough; note: strong numbers were not always called active
PAX8 reporter: inhibitors of PAX8-driven TPO luciferase reporter, primary screen, RMG-I cells, single concentration | inhibition, % at 12.6 µM | SteadyGlo, 24 h | 360,000 compounds, 1.2% hits | AID 652154, 2013;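 active = mean replicate inhibition at least 60% with every replicate also reaching 60%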;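 note: luciferase light reporting Pax8 driven TPO promoter activity; plate controls were median of neutral control wells for no effect and mitoxantrone controls for full effect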
LGR2 inh: inhibitors of bursicon-induced LGR2 CRE-luciferase signal, primary screen, cell-based, HEK293, CRE-luciferase reporter, bursicon stimulation; Drosophila bursicon receptor LGR2 (rickets); bursicon-stimulated, 4 h; inhibition, % at 9.99 µM; 380,000 compounds, 0.35% hits; AID 720647, 2013;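 active = drop in luminescence signal, shown as inhibition above about 50% in the replicate tests, limit read from the data, passing the limit was not always enough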;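 note: agonist challenge used bursicon conditioned medium at about half maximal strength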
EWS-Fli block: EWS/Fli-driven NR0B1 reporter inhibitors, primary screen, A673 cells, NR0B1 luciferase, luminescence, MLPCN library; viability-normalised; inhibition, % at 12.6 µM; 350,000 compounds, 0.67% hits; AID 651661, 2012;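 active = mean inhibition of at least 50% after viability correction, with every replicate also passing that limit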;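 note: firefly luciferase signal divided by Alamar Blue viability fluorescence both relative to DMSO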
Numbers without * were called inactive; nt = no result given.

mol	ERAP1 HTS inh	FN deposition inh	S100A4 MyoIIA	PGC1a acetyl inh	PglD DTNB	PAX8 reporter	LGR2 inh	EWS-Fli block
Cc1ccc(S(=O)(=O)N[C@H]2CC[C@H](CCNS(=O)(=O)Cc3ccccc3)O[C@@H]2CO)cc1	1.0	1.3	16.3	-9.5	-1.6	2.7	2.1	0.1
COc1ccc2nc(N3CCN(C(=O)c4ccc5ncsc5c4)CC3)sc2c1	-1.4	0.5	-6.4	nt	-0.6	2.3	20.4	3.4
Cc1cccn2c(=O)nc(SCC(=O)N3CC(C)OC(C)C3)nc12 (stereo unspecified)	0.3	-4.8	-6.9	nt	-1.2	10.3	-4.2	5.1
C[C@H](CO)N1C[C@H](C)[C@H](CN(C)C(=O)Nc2ccccc2)Oc2ccc(NC(=O)CCN3CCOCC3)cc2CC1=O	0.4	nt	0.9	8.0	-3.1	7.7	9.8	-4.2
COc1ccccc1C1CCN(Cc2ccc(C)cc2)CC1	1.0	-8.6	-14.4	-5.5	1.2	8.7	32.1	4.3
CC1CC(=O)Nc2ccccc2N1C(=O)Cn1cnc2ccccc2c1=O (stereo unspecified)	3.4	-0.9	-11.0	-3.7	-8.0	-2.9	2.5	1.9
Cc1cc(=O)oc2cc(OCCCC[n+]3ccccc3)ccc12	10.2	-6.9	-0.9	nt	nt	-5.2	-1.5	-25.8
CCCCC(=O)Nc1nc2ccc(C(=O)OC)cc2s1	-1.3	0.3	-1.5	nt	nt	-10.5	-53.5	21.4
O=C(O)CSCC(=O)N1CCN(c2ncnc3scc(-c4ccccc4)c23)CC1	0.9	-3.8	-4.2	nt	-178.3	2.3	1.9	3.3
O=C1CCc2cc(S(=O)(=O)NCc3ccc(F)cc3)cc3c2N1CC3	0.4	-0.2	-1.0	nt	nt	0.3	-2.0	1.1

The list goes on.
mol	ERAP1 HTS inh	FN deposition inh	S100A4 MyoIIA	PGC1a acetyl inh	PglD DTNB	PAX8 reporter	LGR2 inh	EWS-Fli block
CCOc1ccc(NC2=C(Cl)C(=O)N(Cc3ccccc3)C2=O)cc1	6.1	nt	1.5	nt	nt	nt	-10.1	8.4
O=C(CCN1C(=O)S/C(=C\c2ccccc2)C1=O)Nc1ccc(O)cc1C(=O)O	-10.3	-10.2	-0.5	3.0	-10.6	-11.9	1.2	-4.6
Cc1ccc(C(=O)OCC(=O)N2C(C)CCCC2C)cc1S(=O)(=O)N1CCCCC1 (stereo unspecified)	0.5	7.9	1.6	nt	nt	nt	-0.8	1.6
O=C(Nc1ccc(C(F)(F)F)cc1)Nc1ccc2c(c1)[C@H]1C[C@H](CC(=O)N3CCc4ccccc4C3)O[C@H](CO)[C@H]1O2	2.4	3.8	2.7	-4.0	0.0	82.4*	21.0	15.3
COc1cccc(NC(=O)N2C[C@H](O)COC[C@H]3O[C@H](CC(=O)NC4CCC4)CC[C@@H]32)c1	-1.5	7.5	-2.1	6.6	4.2	-22.4	28.8	-1.9
O=S(=O)(N[C@@H]1CC[C@@H](CCn2cc(Cc3ccccc3)nn2)O[C@@H]1CO)c1ccccc1F	0.3	2.0	15.9	-2.0	-1.4	nt	6.9	nt
CCc1nnc(NC(=O)c2ccc(S(=O)(=O)N(CCOC)CCOC)cc2)o1	nt	-2.0	nt	6.3	-0.3	10.8	nt	nt
Cn1c(=O)[nH]c2cc3ccccc3cc21	nt	2.9	nt	-3.4	-3.7	-16.8	nt	nt
COc1ccccc1NC(=O)COc1ccc(/C=N/n2cnnc2)cc1OC	1.1	3.5	8.7	-0.2	-1.6	nt	-4.1	nt
COc1ccc2cc(C(=O)NCc3ccccc3CN3CCCC3)ccc2c1	2.5	4.5	-2.5	2.7	4.2	-4.0	-4.7	7.5

Following part:
mol	ERAP1 HTS inh	FN deposition inh	S100A4 MyoIIA	PGC1a acetyl inh	PglD DTNB	PAX8 reporter	LGR2 inh	EWS-Fli block
O=S1(=O)CCC(NC(=S)N2CCCCC2)C1 (stereo unspecified)	10.2	2.9	1.5	8.5	2.7	-23.2	0.4	19.8
CCn1c(SCC(=O)Nc2nc(C)c(C)s2)nc2cccnc21	2.1	nt	-1.7	1.3	-3.1	nt	nt	nt
CS(=O)(=O)Nc1ccc2c(c1)[C@H]1C[C@@H](CC(=O)NCc3cccnc3)O[C@H](CO)[C@H]1O2	1.0	1.5	-1.1	-1.3	0.5	-12.8	-7.6	2.6
COC(=O)CN(c1ccc2c(c1)OCO2)S(C)(=O)=O	1.6	nt	0.4	-4.2	-10.0	nt	14.0	nt
CCc1ccc(NS(=O)(=O)c2c(C)nc3sc(CC)nn3c2=O)cc1	9.2	-0.6	-13.4	-6.9	-1.0	-0.6	0.1	-2.4
CCOc1ccc(CCNC(=O)c2cc3sccc3n2C)cc1OCC	nt	2.1	nt	-2.2	-2.7	nt	9.0	nt
O=C(C[C@@H]1C[C@H]2c3cc(NC(=O)NC4CCCCC4)ccc3O[C@H]2[C@@H](CO)O1)NCCc1ccccc1	1.0	nt	-5.8	-13.9	nt	-12.7	17.6	-7.2
CCOc1cc(N2CCOCC2)c(OCC)cc1NC(=O)c1ccccc1C	-0.3	-7.2	-0.3	nt	nt	-3.1	-40.8	9.6
COc1cccc(NC(=O)C[C@H]2CC[C@H]3[C@H](COc4ccc(NC(C)=O)cc4C(=O)N3C)O2)c1	-1.8	-3.5	-0.9	-0.9	-0.2	-15.4	13.9	-2.1
CCOC(=O)C1=C(COC(=O)c2nc(Cl)ccc2Cl)NC(=O)NC1C (stereo unspecified)	-0.9	nt	-7.8	nt	nt	7.9	0.4	-1.4

Compound profiles (already shown).
`O=S1(=O)CCC(NC(=S)N2CCCCC2)C1` (stereo unspecified) in the list: ERAP1 HTS inh: 10.2; FN deposition inh: 2.9; S100A4 MyoIIA: 1.5; PGC1a acetyl inh: 8.5; PglD DTNB: 2.7; PAX8 reporter: -23.2; LGR2 inh: 0.4; EWS-Fli block: 19.8
`CCOc1ccc(CCNC(=O)c2cc3sccc3n2C)cc1OCC` in the list: ERAP1 HTS inh: nt; FN deposition inh: 2.1; S100A4 MyoIIA: nt; PGC1a acetyl inh: -2.2; PglD DTNB: -2.7; PAX8 reporter: nt; LGR2 inh: 9.0; EWS-Fli block: nt

Additional results
mol	ERAP1 HTS inh	FN deposition inh	S100A4 MyoIIA	PGC1a acetyl inh	PglD DTNB	PAX8 reporter	LGR2 inh	EWS-Fli block
CN(CC(=O)Nc1ccc(N2CCOCC2)cc1)CC(=O)Nc1ccccc1C#N	nt	5.4	nt	0.1	-4.4	24.1	1.5	nt
Cc1ccc(-c2[nH]ncc2C(=O)c2cccc(F)c2)c(O)c1	-0.6	5.9	1.9	0.8	2.0	-17.7	-28.1	-14.5
C[C@@H]1CN([C@@H](C)CO)S(=O)(=O)c2ccc(-c3cccc(C#N)c3)cc2O[C@H]1CN(C)C(=O)c1ccc(F)cc1	-2.4	nt	-2.1	-9.3	-1.3	nt	7.2	13.7
O=[N+]([O-])c1cccc(Oc2cnccn2)c1	-1.7	11.5	-1.6	-4.2	7.0	35.3	3.5	0.6
Brc1ccc(C2=Nc3cccc4cccc(c34)N2)o1	1.5	-0.3	26.5	nt	nt	-17.3	nt	15.4
COc1ccc2nc(SCC(=O)Nc3cc(C)on3)c(C#N)cc2c1	-5.1	2.9	-10.8	-24.8	1.3	-74.3	-12.4	-30.5
COc1cccc(C2N(c3ccccc3)CCN2c2ccccc2)c1OC	-1.6	11.0	-3.3	nt	nt	-16.1	11.6	9.0
N#Cc1ccccc1/C=C/C(=O)N1CCOCC1	3.9	2.9	6.7	-23.6	nt	12.2	4.6	7.2
Cc1cccc(-n2c(C)n[nH]c2=S)c1	2.2	nt	2.6	5.9	-4.8	nt	0.1	1.5
CCN(CC)S(=O)(=O)c1ccc(N2CCN(S(=O)(=O)c3ccccc3)CC2)nc1	3.1	-3.4	-0.3	nt	-2.5	4.3	2.1	14.1

Continued.
mol	ERAP1 HTS inh	FN deposition inh	S100A4 MyoIIA	PGC1a acetyl inh	PglD DTNB	PAX8 reporter	LGR2 inh	EWS-Fli block
CCOc1ccc(NC(=O)NC(=O)N(C(C)C)S(C)(=O)=O)cc1	8.2	-3.3	-2.0	0.7	-7.2	-30.5	1.6	-16.9
O=C(C[C@H]1C/C=C\C[C@@H](Cc2ccc(F)cc2)C(=O)OC[C@H]2CCCN2C1=O)N[C@H](CO)Cc1ccccc1	-4.0	-5.9	-3.4	nt	-0.7	-5.6	2.1	4.5
C[C@H](O)C#Cc1cnc2c(c1)C(=O)N([C@H](C)CO)C[C@H](C)[C@@H](CN(C)C(=O)CC1CC1)O2	1.5	2.2	39.9	8.7	5.5	nt	-11.8	4.8
CC(C)NC(=O)Nc1ccc2c(c1)CC(=O)N([C@@H](C)CO)C[C@@H](C)[C@@H](CN(C)C(=O)NC(C)C)O2	-0.8	nt	-2.7	4.9	-0.7	-4.7	8.1	-4.3
C[C@H](CO)N1C[C@H](C)[C@H](CN(C)CC2CCCCC2)Oc2ccc(NC(=O)Cn3cnnn3)cc2C1=O	2.4	nt	-7.5	-2.5	6.1	nt	0.1	-1.9
CC(C)NC(=O)C1(C)CCN1Cc1cccc(Cl)c1 (stereo unspecified)	-1.3	4.9	-3.3	nt	2.8	9.7	-11.8	2.2
O=C(Nc1nccs1)c1ccc(COc2ccccc2Cl)o1	-0.5	nt	-13.4	-4.6	1.4	-59.7	-38.7	-35.6
O=C1C=CCCC1	0.3	nt	-2.3	6.6	-1.8	nt	13.5	-7.3
CCCNC(=O)NC(=O)CSc1nc2ccccc2c(=O)n1Cc1ccncc1	-2.7	-4.8	-6.0	3.6	4.0	9.2	0.6	nt
C[C@H](NC(=O)[C@@H]1[C@@H](CO)[C@@H]2Cn3c(cccc3=O)[C@H]1N2C(=O)C1CCCC1)c1ccccc1	4.0	-7.5	1.2	nt	-1.5	nt	-19.3	-14.4

The list goes on:
mol	ERAP1 HTS inh	FN deposition inh	S100A4 MyoIIA	PGC1a acetyl inh	PglD DTNB	PAX8 reporter	LGR2 inh	EWS-Fli block
CS(=O)(=O)c1ccc(Cl)c(NC(=O)CN2CCN(S(=O)(=O)/C=C/c3ccccc3)CC2)c1	1.0	-28.3	4.8	6.3	0.5	20.2	2.6	6.4
Cc1nc(NCCc2ccccc2)sc1C(=O)N(C)C	0.5	9.2	-2.6	nt	1.4	-66.6	-25.0	-52.1
CC1(C)Cc2ccccc2C(NN=C2CCCC2)=N1	2.0	-6.8	-4.3	nt	nt	-8.5	nt	5.6
O=C(C[C@@H]1C[C@H]2c3cc(NS(=O)(=O)c4ccc(F)cc4)ccc3O[C@H]2[C@@H](CO)O1)N1CCCCC1	2.5	nt	-12.1	-7.5	0.1	-8.3	0.6	2.9
COc1ccc(NCC(=O)Nc2c(C)cccc2C)cc1S(=O)(=O)N1CCOCC1	6.3	-0.6	1.5	7.3	-2.3	-25.0	1.7	-5.8
C[C@@H]1CN([C@H](C)CO)C(=O)c2cc(-c3cccc(F)c3)cnc2O[C@H]1CN(C)S(=O)(=O)c1cccc(F)c1	-2.2	-13.9	-9.8	-13.4	0.1	nt	18.9	6.3
C[C@H](CO)N1C[C@H](C)[C@H](CN(C)CC2CC2)Oc2c(cccc2N(C)C)C1=O	4.0	-8.4	2.5	3.1	-3.4	-11.6	0.2	11.3

Compound activity deposited in PubChem BioAssay by Broad Institute.
